Assay outcomes: PubChem BioAssay, National Center for Advancing Translational Sciences (NCATS)
Pol kappa inh = qHTS for Inhibitors of Polymerase Kappa; DNA polymerase kappa (Homo sapiens), Q9UBT6; purified Pol kappa, fluorescent DNA synthesis assay, 10 min; Potency, µM (top dose mostly 107 µM), without a hit: top-dose activity, negative = inhibition, actives largely listed as inhibitors; actives 0.53% (n = 400,000); AID 588579, 2011; further: potency means the concentration at half of the fitted maximal effect; on the % scale 0 is the no-effect control and ±100 the full control effect
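Enzyme at 10 nM met test compounds for 15 min at room temperature. Substrate addition (50 nM final) began the reaction, which was monitored by fluorescence at 0 and 10 min.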
RGS4 inh = Inhibitors of Regulator of G Protein Signaling (RGS) 4: qHTS; Regulator of G-protein signaling 4 (Homo sapiens), P49798; Transcreener GDP fluorescence polarization, RGS4-accelerated GTP hydrolysis; Potency, µM (top dose mostly 114 µM), inactives show top-dose activity change, negative = inhibition, most hits filed as inhibitors; actives 0.039% (n = 390,000); further: potency means the concentration at half of the fitted maximal effect; on the % scale 0 is the no-effect control and ±100 the full control effect; nearly all actives have a fitted effect of over 75% in size; some results filed as inactive show a strong effect at the top dose
Target sequence (P49798 whole entry, looked up): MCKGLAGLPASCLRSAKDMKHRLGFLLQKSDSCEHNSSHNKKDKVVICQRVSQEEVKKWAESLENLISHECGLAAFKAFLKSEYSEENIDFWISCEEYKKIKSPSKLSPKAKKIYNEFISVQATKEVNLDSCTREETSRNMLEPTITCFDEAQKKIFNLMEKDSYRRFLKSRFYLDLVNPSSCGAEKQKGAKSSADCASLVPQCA
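MLSMR compounds (23 nl, pin-transferred) preincubated 10 min at room temperature with a 500nM (2x) first reagent, then RGS4 at 900nM (2x) plus Transcreener GDP mix added; fluorescence polarization (620/688 nm) read before and after 90 min at 30 °C.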
LDHA inh = qHTS assay for inhibitors of human lactate dehydrogenase; actives 0.15% (n = 480,000); L-lactate dehydrogenase A chain (Homo sapiens), P00338; purified LDHA, NADH/diaphorase-resazurin fluorescence; hits give low values; activity change, % (values are at about 110 or 230 µM); in the data active means activity change below about -30%; inconclusive means mostly about -25% to -30%;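 further: plate controls were DMSO wells for no effect and wells without enzyme for full effect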
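Human LDH5 at 2 nM final in Tris HCl pH 7.4 with 0.06 mM NADH and 0.2 mM pyruvate, reacted 5 minutes at room temperature. Remaining NADH coupled via diaphorase/resazurin; resorufin fluorescence read at 0 and 20 minutes, normalized to enzyme-free and DMSO wells.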
Apoferritin bind = qHTS Assay for Identification of Novel General Anesthetics. actives 0.074% (n = 350,000). apoferritin/1-aminoanthracene competitive binding, fluorescence. Potency, µM (titrated, usually from 77.5 µM), inactives show at the highest dose activity change, negative = displacement, actives largely listed as inhibitors; further: potency means the concentration at half of the fitted maximal effect; on the % scale 0 is the no-effect control and ±100 the full control effect; nearly all actives have a fitted effect of over 20% in size
Target sequence (P02791 2-175 limits assumed): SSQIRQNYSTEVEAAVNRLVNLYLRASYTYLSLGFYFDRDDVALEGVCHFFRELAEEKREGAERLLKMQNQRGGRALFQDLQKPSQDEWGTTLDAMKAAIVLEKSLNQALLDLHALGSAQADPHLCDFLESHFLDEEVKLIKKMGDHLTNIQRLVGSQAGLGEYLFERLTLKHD
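10 uM apoferritin + 50% sat. 1-AMA, PBS; cpd 10 min RT; Ex380/Em535 endpoint; normalized to free probe vs complex; 4-param Hill fit; propofol titration as pos. ctrl.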
APE1 inh = qHTS Assay for Inhibitors of the Human Apurinic/apyrimidinic Endonuclease 1 (APE1) | recombinant APE1, TAMRA/BHQ-2 abasic DNA cleavage fluorescence | AID 2517, 2012 | DNA repair nuclease/redox regulator APEX1 (Homo sapiens), P27695 | actives 0.35% (n = 350,000) | Potency, µM (titrated, usually from 65.8 µM), for the others: at the top dose activity change, negative = inhibition, usual class: inhibitors;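 further: potency means the concentration at half of the fitted maximal effect; plate controls were vehicle for no effect and reference inhibitor for full effect; nearly all actives have a fitted effect of over 55% in size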
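Substrate: short duplex with […] THF abasic site, 5'-TAMRA and 3'-BHQ-2, 50 nM final. APE1 at 0.75 nM, preincubated 15 min RT with compound. Fluorescence increase from first to third read measured activity.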
POLH inh = qHTS for Inhibitors of Polymerase Eta. recombinant Pol eta, fluorescent DNA replication assay. Potency, µM (titrated, usually from 114 µM), inactives show top-dose activity change, negative = inhibition, usual class: inhibitors. AID 588591, 2011. actives 1.2% (n = 390,000). DNA polymerase eta (Homo sapiens), Q9Y253; further: potency means the concentration at half of the fitted maximal effect; on the % scale 0 is the no-effect control and ±100 the full control effect
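Pol eta at 10 nM preincubated with compounds 15 min at room temperature; reaction started with fluorescent substrate (50 nM final) and read kinetically at 0 and 10 min.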
12-LOX inh = Primary qHTS assay for inhibitors of human arachidonate 12S-lipoxygenase (ALOX12): Round 2; Polyunsaturated fatty acid lipoxygenase ALOX12 (Homo sapiens), P18054; purified 12hLO, xylenol orange hydroperoxide absorbance; Potency, µM (highest dose often 108 µM), for inactives: at the top dose activity change, negative = inhibition, most hits filed as inhibitors; actives 1.1% (n = 580,000); further: potency means the concentration at half of the fitted maximal effect; on the % scale 0 is the no-effect control and ±100 the full control effect
Target sequence (P18054 whole entry, looked up): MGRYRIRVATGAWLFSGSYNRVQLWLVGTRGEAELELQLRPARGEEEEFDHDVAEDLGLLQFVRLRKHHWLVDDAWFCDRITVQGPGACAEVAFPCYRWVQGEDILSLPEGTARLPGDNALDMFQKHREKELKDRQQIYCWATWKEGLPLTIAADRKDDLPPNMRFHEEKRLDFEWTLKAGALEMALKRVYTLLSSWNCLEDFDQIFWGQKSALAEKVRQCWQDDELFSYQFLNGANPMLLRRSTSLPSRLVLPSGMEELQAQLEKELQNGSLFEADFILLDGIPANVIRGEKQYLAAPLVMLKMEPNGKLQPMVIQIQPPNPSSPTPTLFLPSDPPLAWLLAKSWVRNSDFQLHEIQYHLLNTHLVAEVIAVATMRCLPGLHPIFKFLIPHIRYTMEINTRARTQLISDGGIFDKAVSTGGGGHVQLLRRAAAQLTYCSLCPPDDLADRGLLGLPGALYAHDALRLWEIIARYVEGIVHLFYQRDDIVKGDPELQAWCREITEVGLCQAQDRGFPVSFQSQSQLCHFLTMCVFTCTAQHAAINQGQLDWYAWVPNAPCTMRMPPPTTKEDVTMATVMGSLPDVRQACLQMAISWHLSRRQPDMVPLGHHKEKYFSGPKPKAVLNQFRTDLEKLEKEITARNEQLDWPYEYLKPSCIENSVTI
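Purified human 12hLO (150 nM final) in 25 mM Hepes, 0.01% Triton X-100, pH 7.0 was preincubated 15 min at room temperature with compound. Then 40 uM arachidonic acid was added, 30 min. Hydroperoxide was read by Fe-XO absorbance ratio 573/405 nm.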
Pol beta inh = qHTS Assay for Inhibitors of DNA Polymerase Beta; Pol beta primer extension/strand displacement, fluorescence kinetic; Potency, µM (titrated, usually from 114 µM), without a hit: top-dose activity change, negative = inhibition, usual class: inhibitors; AID 485314, 2010; actives 1.3% (n = 340,000); further: potency means the concentration at half of the fitted maximal effect; on the % scale 0 is the no-effect control and ±100 the full control effect
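Pol beta (10 nM) was preincubated with compound for 15 min at room temperature. The reaction was then started with 50 nM substrate and read immediately and after a further 10 min at room temperature.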
ERG Ets-DNA blk = qHTS for Small Molecule Inhibitors of the ERG Ets/DNA interaction | Transcriptional regulator ERG (Homo sapiens), P11308 | fluorescence polarization, His-ERG Ets domain / labelled DNA | Potency, µM (titrated, usually from 76.9 µM), for inactives: top-dose FP activity, negative = inhibition, actives largely listed as inhibitors | actives 0.028% (n = 370,000) | AID 624246, 2012; active means well fitted inhibition curve with a large enough effect in the polarisation, with a control signal flat; inconclusive means small, poorly fitted or top-dose-only effect, or effect the other way, or a change in a side signal; inactive means no such curve, though single readings can be large or run the other way; the % refers to the polarisation;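 further: polarization taken with two DNA probes labelled with fluorescein and Texas red; potency means the concentration at half of the fitted maximal effect; % of control where 0% means no effect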
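His-tagged ERG Ets domain (1 uM in the protein solution; 300mM KCl, 50mM Tris-HCl, 1mM EDTA, 1mM DTT, pH 7.5) received compound, then a probe mix of 5 nM fluorescein-DNA and 100nM Texas-615-DNA. Fluorescence polarization was read for both dyes.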
* hit, by the source's call; [ ] = remark or other dose. Unless noted, the call rests on the fitted dose curve; in most records, active means well fitted curve in the direction sought with a large enough effect; inconclusive means small, poorly fitted or top-dose-only effect, or another doubt; inactive means no such curve, though single readings can be large; an effect the other way counts as inactive or inconclusive. This is a subset. The share of hits here may be higher or lower than overall.

What do the screens show for `CC(=O)Nc1ccc(OCC(O)CN2CCN(c3ccc(C)c(Cl)c3)CC2)cc1` (centres undefined)?
Pol kappa inh: -5%; RGS4 inh: 34%; LDHA inh: -5; Apoferritin bind: -21%; APE1 inh: -2%; POLH inh: -10%; 12-LOX inh: 19%; Pol beta inh: 6%

What do the screens show for `CC(C)N(C(=O)[C@H]1CC(CC(=O)NCCN2CCOCC2)C(=O)N2CCc3c([nH]c4ccccc34)[C@]12C)C(C)C` (some centres undefined)?
Pol kappa inh: 1%; RGS4 inh: 4%; LDHA inh: 7; APE1 inh: 20%; POLH inh: -2%; 12-LOX inh: 8%; ERG Ets-DNA blk: -8%

How did Fc1ccc(NCc2ccccc2-c2nnc(-c3ccccc3Cl)o2)cc1Cl do in these assays?
Pol kappa inh: -5%; RGS4 inh: 20%; LDHA inh: 0; Apoferritin bind: 6%; POLH inh: -25%; 12-LOX inh: -1%; Pol beta inh: 4%; ERG Ets-DNA blk: 3%

Results for Cc1c(C(=O)O)oc2ccc(S(=O)(=O)N(CC(C)C)CC(C)C)cc12 ?
Pol kappa inh: -5%; RGS4 inh: 4%; LDHA inh: -2; Apoferritin bind: -7%; APE1 inh: 10%; POLH inh: -5%; 12-LOX inh: 11%; Pol beta inh: 2%; ERG Ets-DNA blk: 1%

Results for COc1ccc(-c2cc(C)no2)cc1S(=O)(=O)N1CCCC(C)C1 (centres undefined) ?
Pol kappa inh: -10%; RGS4 inh: -3%; LDHA inh: -2; Apoferritin bind: -18%; POLH inh: 2%; 12-LOX inh: -11%; Pol beta inh: inconclusive; ERG Ets-DNA blk: -2%

How did CCOC(=O)N1CCN(Cc2oc(CO)cc(=O)c2O)CC1 do in these assays?
Pol kappa inh: -3%; RGS4 inh: 2%; LDHA inh: 0; Apoferritin bind: -4%; APE1 inh: -1%; POLH inh: -6%; 12-LOX inh: inactive; Pol beta inh: 20%; ERG Ets-DNA blk: -4%

What do the screens show for `CCc1nnc(SCC(=O)Nc2cc(Cl)c(OC)cc2OC)c2cc3oc(C)cc3n12`?
Pol kappa inh: -8%; RGS4 inh: -2%; LDHA inh: -2; Apoferritin bind: 3%; POLH inh: -21%; 12-LOX inh: -6%; Pol beta inh: 7%; ERG Ets-DNA blk: -2%

Results for CC(=O)C[C@H](O)CC(=O)[C@@H]1OC(=O)CCCCC/C=C/Cc2ccccc21 ?
Pol kappa inh: -10%; RGS4 inh: 9%; LDHA inh: -10; APE1 inh: -11%; POLH inh: -9%; 12-LOX inh: -13%; ERG Ets-DNA blk: -10%

Results for O=C(NCc1cccnc1)c1ccc(-c2cc(Cl)ccc2Cl)o1 ?
Pol kappa inh: 1%[60.1 µM]; RGS4 inh: 12%[11.4 µM]; LDHA inh: 2; Apoferritin bind: -15%; APE1 inh: -3%; POLH inh: 10%; 12-LOX inh: inconclusive; Pol beta inh: -2%; ERG Ets-DNA blk: 7%

What do the screens show for `CCCc1nnc(NC(=O)Cc2coc3cc(C)cc(C)c23)s1`?
Pol kappa inh: -9%; RGS4 inh: 4%; LDHA inh: -5; Apoferritin bind: -9%; POLH inh: -11%; 12-LOX inh: -6%; Pol beta inh: 14%; ERG Ets-DNA blk: -15%

Fetched by compound from above (3):
Results for CC(=O)C[C@H](O)CC(=O)[C@@H]1OC(=O)CCCCC/C=C/Cc2ccccc21 ?
Pol kappa inh: -10%; RGS4 inh: 9%; LDHA inh: -10; APE1 inh: -11%; POLH inh: -9%; 12-LOX inh: -13%; ERG Ets-DNA blk: -10%

What do the screens show for `CC(C)N(C(=O)[C@H]1CC(CC(=O)NCCN2CCOCC2)C(=O)N2CCc3c([nH]c4ccccc34)[C@]12C)C(C)C` (some centres undefined)?
Pol kappa inh: 1%; RGS4 inh: 4%; LDHA inh: 7; APE1 inh: 20%; POLH inh: -2%; 12-LOX inh: 8%; ERG Ets-DNA blk: -8%

Results for O=C(NCc1cccnc1)c1ccc(-c2cc(Cl)ccc2Cl)o1 ?
Pol kappa inh: 1%[60.1 µM]; RGS4 inh: 12%[11.4 µM]; LDHA inh: 2; Apoferritin bind: -15%; APE1 inh: -3%; POLH inh: 10%; 12-LOX inh: inconclusive; Pol beta inh: -2%; ERG Ets-DNA blk: 7%

Carrying on:
What do the screens show for `CC1(C)COC(c2ccccc2Cl)OC1`?
Pol kappa inh: -6%; RGS4 inh: -25%; LDHA inh: -1; POLH inh: -24%; 12-LOX inh: 5%; ERG Ets-DNA blk: 1%

What do the screens show for `Clc1ccc(-c2onc3c2CCCC3)cc1`?
Pol kappa inh: -8%; RGS4 inh: -11%; LDHA inh: -2; Apoferritin bind: -14%; APE1 inh: 13%; POLH inh: -3%; 12-LOX inh: 33%[activator]; Pol beta inh: 40%; ERG Ets-DNA blk: -3%

Results for COc1ccc2nc3cc(Cl)ccc3c(Nc3cc(C(C)C)c(O)cc3C)c2c1 ?
Pol kappa inh: -3%; RGS4 inh: -20%; LDHA inh: 1; Apoferritin bind: -6%; APE1 inh: -3%; POLH inh: -15%; 12-LOX inh: inconclusive; Pol beta inh: -10%; ERG Ets-DNA blk: 14%

How did CCOc1ccc(NC(=O)CSc2nnc(-c3ccncc3)n2-c2ccccc2)cc1 do in these assays?
Pol kappa inh: -16%[60.1 µM]; RGS4 inh: -7%; LDHA inh: 2; Apoferritin bind: 5%; POLH inh: -6%; 12-LOX inh: -6%; Pol beta inh: -3%; ERG Ets-DNA blk: 4%

Results for C=CCn1cc(C(=O)OCC)c(=O)c2cc(F)c(F)cc21 ?
Pol kappa inh: 4%; RGS4 inh: -31%; LDHA inh: -6; Apoferritin bind: -3%; APE1 inh: 2%; POLH inh: -16%; 12-LOX inh: inconclusive; Pol beta inh: -2%; ERG Ets-DNA blk: -7%

How did O=c1[nH]c(CN2CCN(c3ccccc3O)CC2)nc2scc(-c3ccccc3Cl)c12 do in these assays?
Pol kappa inh: -3%; RGS4 inh: 10%[56.9 µM]; LDHA inh: -2; Apoferritin bind: -6%; APE1 inh: -6%; POLH inh: -2%; 12-LOX inh: 2%; Pol beta inh: -1%; ERG Ets-DNA blk: 4%

Results for CCOC(=O)C(CC)n1cnc2c(nnn2-c2ccc(F)cc2)c1=O (centres undefined) ?
Pol kappa inh: -5%; RGS4 inh: 10%; LDHA inh: -15; Apoferritin bind: -17%; APE1 inh: 8%; POLH inh: -7%; 12-LOX inh: 9%; Pol beta inh: 5%; ERG Ets-DNA blk: -5%

How did Cc1ccccc1C(=O)OCc1cc(=O)n2c(C)csc2n1 do in these assays?
Pol kappa inh: 0%; RGS4 inh: -1%; LDHA inh: 4; Apoferritin bind: -13%; POLH inh: -6%; 12-LOX inh: -1%; Pol beta inh: 3%; ERG Ets-DNA blk: 1%

What do the screens show for `O=C(c1cccc(S(=O)(=O)N2CCc3ccccc32)c1)N1CCc2ccccc2C1`?
Pol kappa inh: -5%; RGS4 inh: -9%; LDHA inh: 1; APE1 inh: -18%; POLH inh: inconclusive; 12-LOX inh: 46%; ERG Ets-DNA blk: 0%

What do the screens show for `Cc1ccc(O)c(-c2cc(-c3ccccc3C)[nH]n2)c1`?
Pol kappa inh: -4%; RGS4 inh: -3%; LDHA inh: -3; Apoferritin bind: inconclusive; APE1 inh: -6%; POLH inh: -14%; 12-LOX inh: inconclusive; Pol beta inh: 1%; ERG Ets-DNA blk: -5%

What do the screens show for `COCc1cc(C)nc(SCC(=O)NC2CCCCC2C)c1C#N` (centres undefined)?
Pol kappa inh: -1%; RGS4 inh: -14%; LDHA inh: -8; Apoferritin bind: -3%; APE1 inh: 9%; POLH inh: 1%; 12-LOX inh: inactive; Pol beta inh: 15%; ERG Ets-DNA blk: -1%

Results for Cc1cccc(NC(=S)NC2CC3C=CC2C3)c1 (centres undefined) ?
Pol kappa inh: 0%; RGS4 inh: 33%; LDHA inh: -7; Apoferritin bind: -14%; APE1 inh: 0%; POLH inh: -7%; 12-LOX inh: inconclusive; Pol beta inh: 6%; ERG Ets-DNA blk: -5%

How did CCc1nnc(NC(=O)C(NS(=O)(=O)c2ccc3c(c2)OCCO3)C(C)C)s1 (centres undefined) do in these assays?
Pol kappa inh: -4%; RGS4 inh: 6%; LDHA inh: 1; Apoferritin bind: -14%; APE1 inh: 4%; POLH inh: -3%; 12-LOX inh: 35µM*; Pol beta inh: 5%; ERG Ets-DNA blk: -5%
